# 15-hLO-2 inh: qHTS Assay for Inhibitors of 15-hLO-2 (15-human lipoxygenase 2). Potency, µM (doses to about 57.1 µM), for the others: at the top dose activity change, negative = inhibition, most hits filed as inhibitors. Polyunsaturated fatty acid lipoxygenase ALOX15B (Homo sapiens), O15296. purified 15hLO-2, xylenol orange hydroperoxide absorbance. hit rate 0.56% among 110,000; also: potency is read from the fitted curve at half-maximal effect; nearly all actives have a fitted effect of over 60% in size; many of its hits are not listed in these tables
# Target sequence (O15296 whole entry, looked up): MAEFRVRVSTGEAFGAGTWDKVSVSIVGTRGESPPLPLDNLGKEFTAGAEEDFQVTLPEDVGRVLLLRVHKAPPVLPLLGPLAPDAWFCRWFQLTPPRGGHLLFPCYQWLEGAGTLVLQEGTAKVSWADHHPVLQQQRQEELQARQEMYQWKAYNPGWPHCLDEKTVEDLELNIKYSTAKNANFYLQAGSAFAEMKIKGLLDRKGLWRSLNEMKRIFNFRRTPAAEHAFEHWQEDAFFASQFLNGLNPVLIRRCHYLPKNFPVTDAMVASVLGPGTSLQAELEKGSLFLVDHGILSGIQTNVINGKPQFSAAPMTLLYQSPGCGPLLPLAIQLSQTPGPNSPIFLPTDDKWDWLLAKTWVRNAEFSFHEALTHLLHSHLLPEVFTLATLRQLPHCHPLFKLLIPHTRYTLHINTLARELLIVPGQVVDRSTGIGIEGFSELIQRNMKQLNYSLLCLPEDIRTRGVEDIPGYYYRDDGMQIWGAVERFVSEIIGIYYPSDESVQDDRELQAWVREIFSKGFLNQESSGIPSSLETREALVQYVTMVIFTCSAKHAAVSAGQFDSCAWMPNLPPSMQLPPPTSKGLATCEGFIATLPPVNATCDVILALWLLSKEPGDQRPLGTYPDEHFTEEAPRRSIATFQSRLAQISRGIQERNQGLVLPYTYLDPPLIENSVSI
#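 Purified human 15hLO-2 (50 nM final) preincubated with compounds 15 min at room temperature in 25 mM Hepes pH 7.5, 0.01% Triton X-100, then 45 uM arachidonic acid added for 90 min; hydroperoxide detected via ferrous/xylenol orange, 573/405 nm absorbance ratio.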
# IMPase cell inh: qHTS Assay for Identifying the Cell-Membrane Permeable IMPase Inhibitors; inhibition (IP1 accumulation), % at 46.1 µM; Inositol monophosphatase 1 (Rattus norvegicus), P97697; CHO-M1 cells, IP1 accumulation, HTRF TR-FRET ratio; 120,000 tested, under 10 active; active = well fitted curve in the direction sought with a large enough effect in the signal ratio, not every such curve was filed as active; inconclusive = small, poorly fitted or top-dose-only effect, or a change in a side signal; inactive = no such curve, though single readings can be large or run the other way; the % refers to the signal ratio;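 also: cells stimulated with carbachol in lithium chloride buffer; plate controls were DMSO basal wells for no effect and reference inhibitor wells for full effect; higher means more IMPase inhibition seen as more IP1 and lower FRET ratio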
# Target sequence (P97697 whole entry, looked up): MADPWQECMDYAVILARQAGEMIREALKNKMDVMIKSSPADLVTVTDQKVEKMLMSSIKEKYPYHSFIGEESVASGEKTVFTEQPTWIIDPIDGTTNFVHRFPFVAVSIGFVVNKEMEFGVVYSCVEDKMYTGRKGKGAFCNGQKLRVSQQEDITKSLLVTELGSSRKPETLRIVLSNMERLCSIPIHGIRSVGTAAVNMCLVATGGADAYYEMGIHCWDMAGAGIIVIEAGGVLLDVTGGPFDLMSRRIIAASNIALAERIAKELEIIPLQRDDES
#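 CHO-M1 cells (CHO stably expressing M1 receptor), compound up to 46 uM final, stimulated with carbachol (50 uM as added) in buffer with 50mM LiCl, pH 7.4, 30 min at 37C. Cytosolic IP1 read by TR-FRET; AC50 from Hill fits.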
# ALOX12 inhib: qHTS Assay for Inhibitors of 12-hLO (12-human lipoxygenase); Polyunsaturated fatty acid lipoxygenase ALOX12 (Homo sapiens), P18054; Potency, µM (top dose mostly 57.1 µM), for inactives: at the highest dose activity change, negative = inhibition, usual class: inhibitors; purified 12-hLO, xylenol orange hydroperoxide absorbance; AID 1452, 2008; hit rate 0.12% among 150,000; also: potency is read from the fitted curve at half-maximal effect; nearly all actives have a fitted effect of over 55% in size; many of its hits are not listed in these tables
#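 Purified human 12hLO (150 nM), preincubated 15 min with compound, then 40 uM arachidonic acid for 30 min, room temperature, Hepes pH 7.0 with 0.01% Triton X-100. Hydroperoxide detected by ferrous iron/xylenol orange; 573/405 nm absorbance ratio gives reaction progress.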
# PNC inhibitor: High Content Assay for Compounds that inhibit the Assembly of the Perinucleolar Compartment; PC3M PTB-GFP, PNC prevalence imaging, 16 h; active compounds read low; activity change (PNC), negative = inhibition, % at 10 µM; hit rate 3.1% among 140,000;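 active = readout at or below -70, meaning at least 70% loss of cells showing the perinucleolar compartment, a nuclear body marking cancer cells; inconclusive = readout between -30 and a set limit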;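 also: plate controls were DMSO wells for no effect and camptothecin positive control wells for full effect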
#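 PC3M cells stably expressing PTB-GFP, 750–1000 cells/well, treated 16 h at 37 °C with compound (23 nl of library stock), in duplicate. After paraformaldehyde fixation and Hoechst stain, imaged at 20x; PNC prevalence scored by image analysis.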
# Starred values were filed as active, the others as inactive; ? = inconclusive; · = no result given; & = joins results of further samples; [ ] = another dose, or the depositor's remark. Unless noted, calls follow the shape of the dose curve; as a rule, active = well fitted curve in the direction sought with a large enough effect; inconclusive = small, poorly fitted or top-dose-only effect, or another doubt; inactive = no such curve, though single readings can be large; an effect the other way counts as inactive or inconclusive. Unless noted, % is scaled to controls: 0 for no effect and ±100 for the full control effect. Not all compounds are listed; the hit share may differ from the screen's.
# Codes: A = 15-hLO-2 inh; B = IMPase cell inh; C = ALOX12 inhib; D = PNC inhibitor
O=C(NC1c2ccccc2-c2ccccc21)c1ccccc1
  A = ·; B = ·; C = 1%; D = -8
Cc1sc(NC(=O)C2CCCO2)c(C#N)c1C (stereo not drawn)
  A = -1%; B = 0; C = 8%; D = -92*
Cc1oc2cc(O)ccc2c(=O)c1Oc1ccccc1Br
  A = -5%; B = 2; C = -2%; D = -27
CC(=O)Oc1ccccc1-c1nc(C)nc(N(C)C(C)=O)n1
  A = -3%; B = 3; C = 6%; D = ?
CCCCCCCCCCCCCCCC(=O)NCCc1ccc(O)c(O)c1
  A = -9%; B = ·; C = 1%&0%; D = ·
O=C(COC(=O)CNS(=O)(=O)c1cccc(Br)c1)Nc1ccccc1Sc1ccccc1
  A = ·; B = ·; C = -4%; D = -22
Cc1c(NC(=O)c2ccc(CN3CCc4ccccc4C3)cc2)c(=O)n(-c2ccccc2)n1C
  A = 1%; B = 8; C = 2%; D = 42
CCn1c(SCC(=O)Nc2ccccc2C(=O)OC)nnc1-c1ccoc1C
  A = -6%; B = 8; C = 2%; D = ?
CC(C)CC(C(=O)Nc1oc(-c2ccco2)c(-c2ccco2)c1C#N)N1C(=O)c2ccccc2C1=O (stereo not drawn)
  A = ?; B = -6; C = -30%; D = -12
O=C(Nc1ccc(Cl)cc1)N1CCCC1
  A = 0%; B = 4; C = 6%; D = 22
COc1ccc(OC)c(S(=O)(=O)NCCc2ccccc2)c1
  A = 1%; B = ?; C = -17%; D = 18
CCn1c(SC(C)C(=O)OC)nnc1-c1c[nH]c2ccccc12 (stereo not drawn)
  A = 3%; B = 4; C = -3%; D = -1
Cc1ccc(-c2[nH]c(-c3ccc(Cl)cc3)nc2SCC(=O)NCC2CCCO2)cc1 (stereo not drawn)
  A = ·; B = ·; C = 3%; D = 21
Cc1ccc(C(c2c(O)nc3n(c2=O)CCS3)c2c(O)nc3n(c2=O)CCS3)cc1
  A = ·; B = ·; C = -8%; D = -81*
CCCn1c(CNc2ccc(Br)cc2)nc2ccccc21
  A = 36%[activator]; B = 6; C = 0%; D = 11
CC(NC(=O)NCCCC(=O)O)(C(F)(F)F)C(F)(F)F
  A = 1%; B = 3; C = 11%; D = 78
C=CCNC(=O)C(=O)NCCOc1ccccc1Cl
  A = ·; B = ·; C = 0%; D = -23
CC(=O)Nc1cccc(NC(=O)CCc2ccccc2)c1
  A = -7%; B = -5; C = 1%; D = 40
CCCCN1C(=O)CC(Sc2ccccc2C(=O)O)C1=O (stereo not drawn)
  A = -16%; B = -4; C = 0%; D = ?
COc1cccc(C2C(C#N)=C(N)Oc3c2oc(CO)cc3=O)c1OC (stereo not drawn)
  A = 1%; B = 0; C = -9%; D = ?
Cc1ccc(NC2=C(N3CCCCC3)C(=O)c3ccccc3C2=O)cc1
  A = ?; B = 7; C = -13%; D = 13
N#CCCn1c(C(C#N)(CCC#N)CCC#N)nc2ccccc21
  A = -8%; B = 20; C = -4%; D = ?
COc1cc(OC)cc(C(=O)NCC(=O)N2CCC(C)CC2)c1
  A = 2%; B = -2; C = -2%; D = 15
COc1ccc(CN(C(=S)Nc2ccccc2)C2CC(=O)N(c3ccccc3)C2=O)cc1 (stereo not drawn)
  A = ·; B = 4; C = 3%; D = 16
Cc1ccc(C(=O)O/N=C(\N)c2ccc(Br)cc2)cc1C
  A = 4%; B = -4; C = -4%; D = ?
COc1ccc(Oc2nnc(C)c3ccccc23)cc1
  A = 2%; B = -12; C = -7%; D = 34
CCN(CC)C(=O)c1ccc(C(=O)c2ccccc2)cc1
  A = 1%; B = -3; C = 7%; D = 41
CCOC(=O)c1c(C)nc(C)c(C(=O)OCC)c1-c1ccc(Br)cc1
  A = ·; B = -3; C = 0%; D = 3
Cc1onc(-c2ccccc2)c1C(=O)OCC(=O)c1ccccc1
  A = -1%; B = -13; C = -1%; D = -5
Cc1ccc(S(=O)(=O)N2CCCC2C(=O)Nc2cc(C)on2)cc1 (stereo not drawn)
  A = -5%; B = -6; C = -2%; D = ?
Cc1ccc(-c2nnn(CC(=O)Nc3cccc4cccnc34)n2)o1
  A = -24%; B = -2; C = 0%; D = 38
O=C(Nc1ccccc1Cl)c1cccs1
  A = -1%; B = -2; C = -4%; D = 33
CC(C)Cc1cc(C(=O)NCCN2CCOCC2)no1
  A = -4%; B = -8; C = -1%; D = -3
CC(C)(C)C1CCc2c(C(=O)N/N=C/c3cccs3)csc2C1 (stereo not drawn)
  A = 8%; B = 8; C = -7%; D = -24
Cc1nc2oc(C(=O)c3ccccc3)c(N)c2c2c1COC(C)(C)C2
  A = ·; B = -2; C = 5%; D = -14
COc1ccc(NC(=O)OC(CN2CCCCC2)C(F)(F)F)cc1 (stereo not drawn)
  A = 13%; B = 9; C = 0%; D = 27
O=C(c1cc2cc(Br)cc(Br)c2oc1=O)N1CCCC1
  A = ·; B = 0[0.369 µM]; C = 1%; D = -19
CCOC(=O)C1CCN(Cc2c(O)ccc3ccccc23)CC1
  A = ·; B = -1; C = -11%; D = 10
CCC(c1nnnn1CCOC)N(Cc1ccc(C)cc1)Cc1cc2cc(OC)ccc2[nH]c1=O (stereo not drawn)
  A = 1%; B = -2; C = -7%; D = 12
CCOCCCn1c(C)nc2c(c1=O)c1nc3ccccc3nc1n2-c1ccc(C)cc1
  A = 0%; B = -6; C = 0%; D = 4
CC(=O)C=NCC(=O)O
  A = -7%[11.4 µM]; B = ·; C = 0%[11.4 µM]; D = ·
CN(C)S(=O)(=O)N1CCN(c2cccc(Cl)c2)CC1
  A = -2%; B = -3; C = -14%; D = -1
CCN(CC)c1ccc(C=C(c2nnnn2-c2ccccc2)c2nnnn2-c2ccccc2)cc1
  A = ·; B = -14; C = 1%; D = -8
CCOc1ccc(C(C)NC(=O)CCC(=O)O)cc1 (stereo not drawn)
  A = 1%; B = -1; C = 1%; D = -8
Cn1c(Cc2cccs2)nnc1SCC(=O)N1CCc2ccccc21
  A = 0%; B = -3; C = 3%; D = -2
CC(=O)c1ccc(-c2nc3c4ccccc4ccn3c2C(C)=O)o1
  A = -29%; B = 4; C = -2%; D = -25
CCCOc1ccc(C(=O)NCC(c2cccs2)N(C)C)cc1 (stereo not drawn)
  A = ·; B = ·; C = 3%; D = ?
COc1cccc2cc(C(=O)N3CCN(c4ccccc4F)CC3)c(=O)oc12
  A = 0%; B = -8; C = -5%; D = ?
O=[N+]([O-])c1ccc(Cl)c(/C=N/N2CCN(Cc3ccc(Cl)cc3)CC2)c1
  A = 18%; B = 4; C = -5%; D = ?
Cc1cc(NS(=O)(=O)c2ccc(C3CCCCC3)cc2)no1
  A = -11%; B = 1; C = -4%; D = 16

# Only ALOX12 inhib (seven entries from above):
SMILES	ALOX12 inhib
CC(=O)C=NCC(=O)O	0%[11.4 µM]
CN(C)S(=O)(=O)N1CCN(c2cccc(Cl)c2)CC1	-14%
CCN(CC)c1ccc(C=C(c2nnnn2-c2ccccc2)c2nnnn2-c2ccccc2)cc1	1%
CCOc1ccc(C(C)NC(=O)CCC(=O)O)cc1 (stereo not drawn)	1%
Cn1c(Cc2cccs2)nnc1SCC(=O)N1CCc2ccccc21	3%
CC(=O)c1ccc(-c2nc3c4ccccc4ccn3c2C(C)=O)o1	-2%
CCCOc1ccc(C(=O)NCC(c2cccs2)N(C)C)cc1 (stereo not drawn)	3%

# Next structures.
# Codes: A = 15-hLO-2 inh; B = IMPase cell inh; C = ALOX12 inhib; D = PNC inhibitor
S=c1nc[nH]c2c1ncn2Cc1ccco1
  A = -1%[11.4 µM]; B = ·; C = -1%[11.4 µM]; D = ·
O=C(C[n+]1ccsc1)c1ccccc1
  A = ·; B = ·; C = -2%; D = ?
O=C(c1cccc(S(=O)(=O)N2CCOCC2)c1)N1CCOCC1
  A = -9%; B = 5; C = 1%; D = 16
CC(C)(C)c1ccc(-c2nnc(SCCC#N)n2C2CCCC2)cc1
  A = -14%; B = 3; C = -9%; D = -2
COC(=O)c1cc2c(C)cc3ccc(C)cn3c-2c1C(=O)OC
  A = -5%; B = -26; C = -7%; D = -21
C#CCN1C(=O)S/C(=C/C=C/c2ccc(N(C)C)cc2)C1=O
  A = ·; B = ·; C = -2%; D = ?
CC(C)Cn1cnc2c1c(=O)n(CC(O)c1ccccc1)c(=O)n2CC(C)C (stereo not drawn)
  A = -14%; B = -2; C = -3%; D = ?
Cc1ccc(S(=O)(=O)N/N=C\c2ccc(C)o2)cc1
  A = ·; B = 4; C = -6%; D = 7
COc1cccc(/C(O)=C/c2nc3ccc(C(=O)NCCc4cccc(C)c4)cc3[nH]c2=O)c1
  A = ·; B = 11; C = -2%; D = 25
CCCN1C(=O)C(NS(=O)(=O)c2ccc(N)cc2)(C(F)(F)F)C(C(=O)OC)=C1C (stereo not drawn)
  A = 0%; B = -1; C = -1%; D = 17

# Compounds listed so far containing a CF3 group (3):
# Codes: A = 15-hLO-2 inh; B = IMPase cell inh; C = ALOX12 inhib; D = PNC inhibitor
CC(NC(=O)NCCCC(=O)O)(C(F)(F)F)C(F)(F)F
  A = 1%; B = 3; C = 11%; D = 78
COc1ccc(NC(=O)OC(CN2CCCCC2)C(F)(F)F)cc1 (stereo not drawn)
  A = 13%; B = 9; C = 0%; D = 27
CCCN1C(=O)C(NS(=O)(=O)c2ccc(N)cc2)(C(F)(F)F)C(C(=O)OC)=C1C (stereo not drawn)
  A = 0%; B = -1; C = -1%; D = 17

# The listing continues.
# Codes: A = 15-hLO-2 inh; B = IMPase cell inh; C = ALOX12 inhib; D = PNC inhibitor
CSC1=C(C#N)C(c2ccc3c(c2)OCO3)C2=C(CCCC2=O)N1 (stereo not drawn)
  A = ·; B = ·; C = -4%; D = -23
COc1cccc(C(=O)NCCSc2ccc(C)cc2)c1
  A = ·; B = ·; C = 1%; D = ?
CN1CCc2c(sc(/N=C/c3ccco3)c2C(N)=O)C1
  A = 34%[activator]; B = -3; C = 9%; D = -14
COc1ccc(C)cc1NC(=O)Nc1ccc(Br)cn1
  A = -4%; B = -4; C = 3%; D = 6
Cc1ccc(S(=O)(=O)c2ccc(Oc3ccccc3)cc2)cc1
  A = 10%; B = 3; C = -3%; D = 52
N#Cc1nc(COc2ccccc2)oc1N1CCCCC1
  A = -3%; B = 6; C = -7%; D = 24
CCN(CC)CCNC(=O)c1cn(C)c2ccc(S(=O)(=O)N(C)C3CCCCC3)cc2c1=O
  A = 22%; B = 8; C = 1%; D = 24
COc1ccc(CN(C(=O)Cn2nnc3ccccc32)C(C(=O)NC(C)(C)C)c2ccco2)cc1 (stereo not drawn)
  A = -1%; B = -7; C = -5%; D = 14
C=CCc1cccc2cc(C(=O)NC3=C(C#N)CCC3)c(=O)oc12
  A = 6%[11.4 µM]; B = 6[1.84 µM]; C = -1%; D = -124*
CCCCNC(=O)c1cccnc1SCC(=O)Nc1ccccc1OC
  A = ·; B = -6; C = 0%; D = -4
N#C/C(=C\c1cccc(OC(=O)c2cccs2)c1)C(N)=O
  A = ·; B = ·; C = -3%; D = ?
O=c1c2ccccc2c(C=NCCCN2CCOCC2)c(O)n1Cc1ccccc1
  A = 23%; B = 5; C = -5%; D = -21
